Compound activity: PubChem, several laboratories
CatB mixtures – human cathepsin B inhibition by mixtures. P07858. Purified cathepsin B, AMC dipeptide fluorescence, compound mixtures. inhibition, %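 (ten-compound pools at 5 µM per compound and 50 µM total)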. hit rate 0.06% among 62,000. AID 488; in the data active = inhibition above about 22%, passing the limit was not always enough;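 note: 0% = enzyme without compound and 100% = no enzyme blank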
JNK3 inh – blocks human JNK3 kinase activity | P53779 | purified JNK3 kinase activity, HTS | inhibition, % at 8 µM | hit rate 0.61% among 60,000 | AID 746; in the data active = inhibition above about 17%;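 note: 0% = DMSO and 100% = reference inhibitor; many of its hits are not listed in these tables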
PKA kinase inh – blocks human protein kinase A activity; P17612; PKA Kemptide phosphorylation, Kinase-Glo ATP luminescence; inhibition, % at 6 µM; hit rate 0.1% among 65,000;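 active = inhibition above the screen-wide mean inhibition plus 3 SD, cut at about 21% in these data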; note: many of its hits are not listed in these tables
CatS block – human cathepsin S inhibition. P25774. recombinant cathepsin S, AMC dipeptide fluorescence, pooled mixtures. inhibition, %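 (tested at 5 µM per compound within 10-compound mixtures)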. hit rate 0.06% among 62,000. AID 501; in the data active = inhibition above about 32%, passing the limit was not always enough;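 note: 0% = enzyme without compound and 100% = blank without enzyme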
Ec RNAP inh – Escherichia coli RNA polymerase inhibition; P0A8V2; E. coli RNA polymerase, fluorescence transcription assay; inhibition, %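 (tested at 10 µM)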; hit rate 0.2% among 62,000; AID 559; in the data active = inhibition above about 20%;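 note: 0% = enzyme without compound and 100% = no enzyme blank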
AP complement – alternative pathway complement inhibition, orthogonal assay | Human serum alternative complement pathway, LPS-coated ELISA, C3 deposition; tested in compound mixtures | inhibition, % at 5 µM | hit rate 0.08% among 62,000 | AID 1235;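 active = inhibition above 30% in each of the two pooled mixtures holding the compound, so the lower value exceeds 30%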;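 note: 0% = serum in Mg-EGTA without compound and 100% = EDTA serum blank; some compounds past the cut are filed as inactive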
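Test system: human serum complement alternative pathway, C3 deposition onto LPS / Medium: Mg2+-EGTA GVB++ buffer containing human serum at 1:15 dilution / Probe or stimulus: Plate-bound LPS / Times: 1 h at 37 °C / Signal: ELISA with HRP anti-human C3 antibody, TMB substrate, absorbance 450 nm / Measure: percent inhibition / Repeats: two pool placements per compound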
RORA act – activators of human nuclear receptor RORA; activation, % at 10 µM; CHO-K1 Gal4-RORA LBD luciferase reporter, luminescence; percent increase over mock-subtracted basal signal; P35398; hit rate 1.5% among 65,000;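 active = activation above the mean of all tested compounds plus 3 SD, cut at about 49% in these data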;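 note: 0% = DMSO-treated RORA cells and 100% = added signal equal to DMSO minus mock-transfected cells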
CatB block – blocks human cathepsin B protease activity; hit rate 0.1% among 63,000; AID 453; P07858; inhibition, %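 (tested at 10 µM)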; purified cathepsin B, fluorogenic substrate, fluorescence; in the data active = inhibition above about 21%;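 note: 0% = enzyme with no compound and 100% = no enzyme blank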
ROCK2 inh – ROCK2 (human) kinase inhibition; purified ROCK2, Kinase-Glo ATP depletion luminescence; inhibition, % at 6 µM; hit rate 0.35% among 60,000; AID 604;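 active = inhibition above the screen-wide mean inhibition plus 3 SD, cut at about 18% in these data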;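 note: plate controls were DMSO wells for no effect and Y-27632 control wells after no-enzyme background subtraction for full effect; many of its hits are not listed in these tables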
* hit, by the source's call; / = not tested or not shown. Some of the compounds tested, so the mix of outcomes need not match the whole.

SMILES	CatB mixtures	JNK3 inh	PKA kinase inh	CatS block	Ec RNAP inh	AP complement	RORA act	CatB block	ROCK2 inh
Cc1ccnc(-n2c(-c3ccco3)nc3ccccc3c2=O)c1	3	-2	7	-9	7	7	-17	3	4
CCCCOC(=O)C1=C(N)OC2=C(C(=O)CCC2)[C@]12C(=O)Nc1ccccc12	6	-2	4	-1	9	9	3	1	0
CCn1c(O)c(C=NCc2cccs2)c(=O)[nH]c1=O	7	3	4	0	3	15	-2	-3	6
Nc1ccccc1C(=O)OC1CSC1	0	5	2	21	1	11	1	1	2
Cc1ccccc1-n1c(O)c(C=Nc2ccc(N(C)C)cc2)c(=O)[nH]c1=O	6	-15	2	2	6	6	4	6	4
CCOC(=O)C1SC2(C(F)(F)C(F)F)CC1(O)c1c(c(OC)c3occc3c1OC)O2 (configuration not stated)	3	1	10	-7	3	13	-6	4	5
C=CCN1C(=O)CSc2ccc(C(=O)N3CCC4(CC3)OCCO4)cc21	-3	-4	6	3	-5	29	9	-1	0
CCCCc1nc(N2CCNCC2)c(C#N)c2c1CSC(C)(C)C2	/	-1	4	/	4	/	-24	0	4
CP(=O)(O)CCCN	-3	8	6	-9	5	4	-2	0	0
CCN1C(=O)c2ccccc2Sc2ccc(C(=O)N3CCC4(CC3)OCCO4)cc21	5	-11	4	1	4	9	-8	0	5
CC1CCC(NCCc2ccc3c(c2)OCO3)CC1 (configuration not stated)	-3	5	9	-9	-5	-6	4	4	3
COc1cc(Br)cc(CN2CCN(C)CC2)c1O	0	-5	11	0	1	-2	8	-5	6
COc1ccc(S(=O)(=O)NCc2ccc(C(=O)N3CCC4(CC3)OCCO4)cc2)cc1	1	/	5	-4	-7	24	-13	-4	/
CC(=O)Nc1ccc(S(=O)(=O)NC(CC(=O)N2CCC3(CC2)OCCO3)C(C)C)cc1 (configuration not stated)	2	-2	8	2	4	3	-22	3	8
CCCc1[nH]nc2c1C1(C(=O)N(CC(N)=O)c3ccccc31)C(C(=O)OC)=C(N)O2 (configuration not stated)	0	-5	-8	-8	2	1	2	2	-6
Cn1nc(-c2ccc(OCC(=O)N3CCN(Cc4ccccc4)CC3)cc2)c2ccccc2c1=O	/	4	3	/	/	/	5	/	1
Cc1ccc2c(c1)N(CCC(=O)N1CCC3(CC1)OCCO3)C(=O)C(C)O2 (configuration not stated)	1	7	7	-1	0	15	-18	1	8
COC(=O)c1cc(C(O)(C(=O)OC)C(F)(F)F)c(/N=C/N(C)C)s1 (configuration not stated)	5	6	0	8	5	12	-2	2	0
O=C(c1ccc2nc(-c3ccco3)c(-c3ccco3)nc2c1)N1CCC2(CC1)OCCO2	5	6	2	12	10	-2	-10	6	4
COc1ccc(Cn2c(N)c(C(=O)NCc3ccco3)c3nc4ccccc4nc32)cc1OC	9	10	1	9	7	9	-1	2	0
CCCCn1c(O)c(C(C)=NCCc2ccccc2)c(=O)[nH]c1=O	3	0	0	-10	8	12	-16	3	0

Part of the list above, with bars between the fields.
compound | CatB mixtures | JNK3 inh | PKA kinase inh | CatS block | Ec RNAP inh | AP complement | RORA act | CatB block | ROCK2 inh
COc1ccc(S(=O)(=O)NCc2ccc(C(=O)N3CCC4(CC3)OCCO4)cc2)cc1 | 1 | / | 5 | -4 | -7 | 24 | -13 | -4 | /
CC(=O)Nc1ccc(S(=O)(=O)NC(CC(=O)N2CCC3(CC2)OCCO3)C(C)C)cc1 (configuration not stated) | 2 | -2 | 8 | 2 | 4 | 3 | -22 | 3 | 8
CCCc1[nH]nc2c1C1(C(=O)N(CC(N)=O)c3ccccc31)C(C(=O)OC)=C(N)O2 (configuration not stated) | 0 | -5 | -8 | -8 | 2 | 1 | 2 | 2 | -6
Cn1nc(-c2ccc(OCC(=O)N3CCN(Cc4ccccc4)CC3)cc2)c2ccccc2c1=O | / | 4 | 3 | / | / | / | 5 | / | 1
Cc1ccc2c(c1)N(CCC(=O)N1CCC3(CC1)OCCO3)C(=O)C(C)O2 (configuration not stated) | 1 | 7 | 7 | -1 | 0 | 15 | -18 | 1 | 8
COC(=O)c1cc(C(O)(C(=O)OC)C(F)(F)F)c(/N=C/N(C)C)s1 (configuration not stated) | 5 | 6 | 0 | 8 | 5 | 12 | -2 | 2 | 0
O=C(c1ccc2nc(-c3ccco3)c(-c3ccco3)nc2c1)N1CCC2(CC1)OCCO2 | 5 | 6 | 2 | 12 | 10 | -2 | -10 | 6 | 4

Another view of 2 compounds above.
Compound,CatB mixtures,JNK3 inh,PKA kinase inh,CatS block,Ec RNAP inh,AP complement,RORA act,CatB block,ROCK2 inh
CP(=O)(O)CCCN,-3,8,6,-9,5,4,-2,0,0
CC1CCC(NCCc2ccc3c(c2)OCO3)CC1 (configuration not stated),-3,5,9,-9,-5,-6,4,4,3
